Screens as filed in PubChem.
CDK5 inh – blocks human CDK5/p35 kinase activity; Recombinant CDK5/p35, ADP-Glo luminescence, 60 min; inhibition, % at 10 µM; 0.01% of 330,000 active;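 active means highest replicate inhibition of at least 50% and at least 75% of replicates reaching 50%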;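 further: plate controls were DMSO neutral control for no effect and GW8510 at 10 µM for full effect; many of its hits are not listed in these tables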
MITF act – increases MITF-driven TRPM1 promoter luciferase signal. SK-MEL-5 TRPM1-promoter luciferase, 24 h; % of positive control, neutral wells = 0. activation, % at 12.5 µM. 0.75% of 300,000 active. AID 588334;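 active means mean activation of at least 80% with every replicate also reaching 80%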;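 further: 0% = neutral control wells and 100% = parthenolide positive control wells; values of inactives mirror those of a sister screen read the other way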
Arrestin-AP2 inh – inhibitors of human beta-arrestin and AP2 interaction; FITC-arrestin peptide / GST-AP2 beads, flow cytometry; AP2 beta2 appendage carries R879A mutation; 0.31% of 340,000 active; AID 504490; inhibition, % at 10 µM;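 active means inhibition above a set limit, near 3 SD of compounds lacking own fluorescence, cut at about 54% in these data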;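 further: plate controls were DMSO wells for no effect and 5 µM unlabelled arrestin peptide for full effect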
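test system = AP2 appendage R879A on GSH beads | buffer or medium = PBS plus Tween 20 (0.05%) and BSA (0.1%) | incubation = 12 min plus 1 h, RT | detection = bead flow cytometry, FITC channel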
SR-BI uptake up – activators of SR-BI mediated HDL lipid uptake. 0.096% of 320,000 active. activation, % at 12.5 µM. CHO ldlA[mSR-BI] cells, DiI-HDL uptake fluorescence, 3 h; 100 = double the neutral-control signal;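 active means mean replicate activation of at least 60% and every replicate at or above 60%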;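 further: 0% = median plate neutral-control signal and 100% = twice that signal; values of inactives mirror those of a sister screen read the other way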
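Assay system: LDL receptor-deficient CHO ldlA cells overexpressing murine SR-BI / Medium: BSA-supplemented, HEPES-buffered Ham's F12, pH 7.4 / Probe or stimulus: DiI-labelled HDL at 10 µg/mL final / Timing: compound with DiI-HDL co-incubation, 3 h at 37 °C / Technique: bottom-read cell fluorescence after medium removal, ex 550/em 595 nm / Measure: HDL uptake via cellular fluorescence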
PKA-R2B activ – activators of human PKA-R2B complex; P22694+P31323; PKA-R2B holoenzyme dissociation, Cy5-IP20 fluorescence polarization; R2B truncated from residue 108, S112A mutant; 0% DMSO only, 100% 113 µM cGMP; activation, % at 11.4 µM; 0.079% of 340,000 active;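 active means activation above a cutoff set at the mean over all compounds plus 3 SD, cut at about 18% in these data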;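 further: higher means more holoenzyme dissociation and a rise in polarization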
Target sequence (P31323 whole entry, looked up, other chains not shown, the tested form may be a part): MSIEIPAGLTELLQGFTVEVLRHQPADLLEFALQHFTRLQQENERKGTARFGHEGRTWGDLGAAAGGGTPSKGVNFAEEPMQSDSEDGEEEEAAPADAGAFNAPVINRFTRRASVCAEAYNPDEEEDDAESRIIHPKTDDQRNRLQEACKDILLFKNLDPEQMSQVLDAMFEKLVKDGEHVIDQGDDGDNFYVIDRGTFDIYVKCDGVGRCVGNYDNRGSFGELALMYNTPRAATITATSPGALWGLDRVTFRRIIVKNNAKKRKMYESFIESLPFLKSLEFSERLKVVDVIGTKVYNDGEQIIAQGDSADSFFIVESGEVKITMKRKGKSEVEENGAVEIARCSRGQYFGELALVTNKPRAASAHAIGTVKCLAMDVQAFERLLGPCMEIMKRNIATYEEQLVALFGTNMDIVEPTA
NSD2 inh – NSD2 (human) methyltransferase inhibition; AID 743445; inhibition, % at 12.5 µM; NSD2 peptide methylation, AlphaScreen, 120 min; O96028; 0.54% of 310,000 active; in the data active means inhibition above about 50%
SR-BI HDL uptake – blocks mouse SR-BI lipid uptake from DiI-HDL. 0.96% of 320,000 active. inhibition, % at 12.5 µM. AID 488896. ldlA[mSR-BI] CHO cells, DiI-HDL uptake fluorescence, 3 h;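 active means mean replicate inhibition of at least 70% and a set share of replicates each scoring 70 or more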;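 further: 0% = median of neutral control wells and 100% = median of positive control wells; values of inactives mirror those of a sister screen read the other way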
Target sequence (Q61009 whole entry, looked up): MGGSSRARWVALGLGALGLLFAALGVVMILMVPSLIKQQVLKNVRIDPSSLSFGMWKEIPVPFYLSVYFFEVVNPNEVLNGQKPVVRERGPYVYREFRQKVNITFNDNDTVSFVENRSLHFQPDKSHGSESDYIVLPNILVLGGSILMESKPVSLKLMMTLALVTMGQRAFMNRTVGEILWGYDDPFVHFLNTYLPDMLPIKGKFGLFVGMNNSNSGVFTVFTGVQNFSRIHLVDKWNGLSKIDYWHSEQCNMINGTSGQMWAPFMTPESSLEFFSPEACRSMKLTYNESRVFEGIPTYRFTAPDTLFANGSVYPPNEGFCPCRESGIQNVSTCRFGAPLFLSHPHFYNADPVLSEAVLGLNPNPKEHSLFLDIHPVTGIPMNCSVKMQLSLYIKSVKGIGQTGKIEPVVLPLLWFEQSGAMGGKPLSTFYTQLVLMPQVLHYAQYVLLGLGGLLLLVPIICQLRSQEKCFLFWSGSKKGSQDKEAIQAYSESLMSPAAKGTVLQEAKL
PKA-R1A activ – activates the PKA-R1A holoenzyme complex. P00514+P68181. PKA-R1A dissociation, Cy5-IP20 fluorescence polarization; scaled: DMSO 0%, 113 µM cGMP 100%. activation, % at 11.4 µM. 0.083% of 340,000 active. AID 504707;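 active means percent activation above the mean of all tested compounds plus 3 SD, cut at about 19% in these data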;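 further: higher means more PKAc released from R1A so a rise in polarization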
Pemphigus Ab inh – blocks pemphigus antibody binding to human desmoglein-3. P32926. DSG3-coupled beads, scFv-anti-DSG3-GFP binding, flow cytometry; active compounds read low. binding (percent of control), % at 10 µM. 0.48% of 310,000 active;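 active means binding more than 3 SD below its plate's average and above zero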;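 further: hits lower antibody fragment binding to DSG3; some compounds called inactive have numbers as strong as hits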
Mot1-301 SUMO – inhibitors of SUMOylation pathway: yeast Mot1-301 growth rescue; 1% of 320,000 active; S. cerevisiae Mot1-301 growth rescue, ATP luminescence, 38.5C; percent above DMSO median, 100 means doubled; growth rescue, % at 18.8 µM; AID 2716;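 active means every valid replicate shows activation above 250% relative to neutral control wells; inactive means the rest, any valid replicate at or below 250%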;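 further: OY570 slx delta 5 strain wells were the positive control but not used for scaling; some compounds called inactive have numbers as strong as hits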
dFosB activator – activators of mouse delta FosB homodimer; activation, % at 25 µM; purified delta FosB, TAMRA-CDK5 oligo fluorescence polarization; percent of positive-control signal above neutral wells; 0.99% of 340,000 active; P13346; AID 493131;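 active means mean activation above about 17%, with every replicate also reaching it, limit read from the data, passing the limit was not always enough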;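 further: fluorescence polarization rise as delta FosB binds a TAMRA Cdk5 AP-1 oligo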
Numbers without * were called inactive; i = inactive; nt = not tested or not shown.

Mot1-301 SUMO	Arrestin-AP2 inh	dFosB activator	PKA-R1A activ	SR-BI uptake up	Pemphigus Ab inh	SR-BI HDL uptake	PKA-R2B activ	MITF act	NSD2 inh	CDK5 inh	structure
-14	1	2	-8	18	110	-18	-1	2	-2	0.4	Oc1ccccc1C=NCC(O)c1ccccc1 (centres undefined)
nt	8	-14	2	-39	101	39	-4	5	11	-0.3	CCOc1ccc(C(=O)Nc2ccc(S(=O)(=O)N3CCOCC3)cc2)cc1OCC
-9	-23	-2	-5	-41	nt	41	9	20	-4	5.9	COc1ccc(/C=C2\Oc3cc(OCC(N)=O)ccc3C2=O)cc1OC
45	21	16	9	-40	108	40	0	nt	0	0.4	Cc1ccc(S(=O)(=O)Oc2ccc(/C=N/NC(=O)c3c(Cl)cnn3C)cc2)cc1
nt	-11	-7	-6	9	96	-9	4	2	-2	0.7	Cc1ccc(C(CC(=O)O)NC(=O)c2ccc(S(=O)(=O)N3CCCC3)cc2)cc1 (centres undefined)
-3	-5	-11	-14	-36	101	36	-7	44	0	0.0	CCOc1ccc(CCNC(=O)COC(=O)c2cccc(N(C)C)c2)cc1OCC
-15	-5	2	0	5	94	-5	9	6	-6	0.9	CN(C)/C=N/c1sc2c(c1C#N)CCC2
-7	18	-6	1	2	83	-2	9	-3	-2	1.2	COc1cc(C(=O)Nc2sc(C)c(C)c2C(=O)O)cc(OC)c1OC
-9	-2	-4	-10	33	115	-33	-2	nt	0	1.1	CCOC(=O)Cc1csc(NC(=O)CN2CCN(CC)CC2)n1
5	2	-13	-3	-1	100	1	-6	-5	-2	1.1	CCN(CC)c1nc2ccccc2c(N)c1-c1ccccc1
7	0	-1	-8	-63	101	63	2	-4	0	0.5	COc1cccc2[nH]c(C(=O)NCc3ccccc3)cc12
nt	-3	-3	12	21	91	-21	-2	7	0	-1.2	OCC1(CO)CC2(C1)CC(CO)(CO)C2
4	-15	6	-11	-7	100	7	-6	-6	0	-3.2	Cc1cccc(C)c1Nc1ncnc(N)c1[N+](=O)[O-]
nt	15	1	5	26	100	-26	-4	-4	0	-0.5	COc1ccc(CC2(CO)CCN(Cc3cnn(C)c3)CC2)cc1
nt	8	-12	-4	12	88	-12	7	-11	5	1.4	CCC(Cc1ccccc1)NS(=O)(=O)c1ccc2c(c1)NC(=O)CO2 (centres undefined)
1	23	-5	-11	-22	nt	22	-3	-1	4	-1.0	Cc1ccc(C(=O)Nc2ccc(N3CCOCC3)cc2)cc1S(=O)(=O)N1CCCCC1
4	-12	22*	-3	nt	102	nt	3	3	-2	-0.3	COc1ccc(C(=O)Nc2nnc(SCC(=O)NC3CC3)s2)cc1
1	-4	-3	1	-3	94	3	-13	73	4	1.1	CCc1cccc2c(C(=O)COC(=O)c3ccccc3)c[nH]c12
10	-5	-11	3	3	105	-3	1	-2	1	-3.7	CCN(c1ccccc1)S(=O)(=O)c1ccc(Cl)c(C(=O)NCc2ccco2)c1
-7	-8	-8	-5	-8	117	8	-5	7	-4	1.6	CCCn1cc(SCC(=O)NC2CCCC2)c2ccccc21
-6	5	-2	-2	-10	117	10	-6	10	2	0.0	O=C1CS/C(=N\N=C\c2ccco2)N1c1ccccc1
12	-8	-3	0	8	107	-8	-2	5	-3	0.4	CN(C(=O)CSc1nnc(-c2ccco2)n1N)C1CCCCC1
-9	10	-2	-8	10	93	-10	-4	10	31	0.6	CCN(CC)CC(O)COC(c1ccccc1)c1ccccc1 (centres undefined)
-10	19	14	-7	14	107	-14	-5	nt	0	1.1	COc1ccccc1C(=O)NCCC(=O)NCC(c1ccco1)N1CCCC1 (centres undefined)
-23	-11	-3	-2	-3	109	3	-6	nt	1	-1.6	CCOC(=O)C(Cc1ccc(NC(=O)/C(=C/c2ccc(OC(C)=O)cc2)NC(C)=O)cc1)N1C(=O)c2ccccc2C1=O (centres undefined)

2 of the compounds above, as labelled records.
Molecule: CCOC(=O)Cc1csc(NC(=O)CN2CCN(CC)CC2)n1
  Mot1-301 SUMO: -9; Arrestin-AP2 inh: -2; dFosB activator: -4; PKA-R1A activ: -10; SR-BI uptake up: 33; Pemphigus Ab inh: 115; SR-BI HDL uptake: -33; PKA-R2B activ: -2; MITF act: nt; NSD2 inh: 0; CDK5 inh: 1.1

Molecule: CCN(CC)c1nc2ccccc2c(N)c1-c1ccccc1
  Mot1-301 SUMO: 5; Arrestin-AP2 inh: 2; dFosB activator: -13; PKA-R1A activ: -3; SR-BI uptake up: -1; Pemphigus Ab inh: 100; SR-BI HDL uptake: 1; PKA-R2B activ: -6; MITF act: -5; NSD2 inh: -2; CDK5 inh: 1.1

Additional entries follow.
Mot1-301 SUMO	Arrestin-AP2 inh	dFosB activator	PKA-R1A activ	SR-BI uptake up	Pemphigus Ab inh	SR-BI HDL uptake	PKA-R2B activ	MITF act	NSD2 inh	CDK5 inh	structure
18	-7	5	-15	16	105	-16	-16	43	-2	0.1	O=C(NCCc1ccccc1)c1ccccc1F
0	42	-10	-12	-9	106	9	-11	-8	-3	-0.1	CC(C)c1ccc(N(CC(=O)NCCc2ccccc2)C(=O)c2csnn2)cc1
6	10	0	-12	-3	103	3	-3	nt	-2	1.8	CS(=O)(=O)N1Cc2ccccc2CC1C(=O)Nc1ccccc1C(N)=O (centres undefined)
190	8	-8	6	6	105	-6	3	-2	nt	-3.0	Cc1ccc([C@@H]2CC=C(C(=O)O)[C@H](c3ccc(F)cc3)N2S(=O)(=O)c2ccccc2C)cc1
-8	-1	0	-20	-17	93	17	4	nt	nt	0.6	C=CCn1c(NC(=O)CC)c(C(=O)OCC)sc1=S
1	27	-11	1	7	100	-7	3	-11	-2	-1.6	O=C(NCc1ccc(F)cc1)c1ccc(CS(=O)Cc2ccccc2Cl)o1 (centres undefined)
6	23	6	-1	15	94	-15	-5	-16	nt	-1.3	NS(=O)(=O)c1cc(C(=O)O)cc(N2CCCC2)c1Oc1ccccc1
229	4	2	-5	15	nt	-15	-10	-2	7	1.4	Cc1ccc(SCCNS(C)(=O)=O)cc1
4	4	-13	6	-15	126	15	12	-11	-1	3.5	Cc1ccc(S(=O)(=O)CCC(=O)OCC(=O)NCC(=O)Nc2cccc(C)c2C)cc1
52	-20	0	6	7	nt	-7	0	4	0	-3.4	Cc1cccc(NC(=O)CNC(=O)COc2cccnc2[N+](=O)[O-])c1C
-18	18	-4	-5	17	100	-17	7	nt	0	-1.0	CN1CCCN(C(=O)c2ccccc2Cl)CC1
2	-11	4	2	1	105	-1	-7	-2	-3	-3.3	O=C(CSc1nc(O)c(Cc2ccccc2)c(=O)[nH]1)N1CCOCC1
-15	13	-10	6	-7	100	7	3	-14	1	-1.3	COCCN(CC(=O)Nc1cccc(C)c1C)C(=O)c1ccc(-n2cccn2)cc1
43	1	1	7	14	104	-14	9	5	nt	-1.4	O=C1C2CCCN2C(c2cccc(F)c2)N1c1cccc(Cl)c1 (centres undefined)
i	-12	0	13	3	nt	-1	0	11	nt	-1.8	COc1cc(NS(=O)(=O)c2ccc(N)cc2)nc(OC)n1
-16	-1	-4	-2	6	87	-6	11	-2	11	-0.7	CCOC(=O)c1c(C)c(-c2ccccc2)n(CC(=O)NCCCN(CC)CC)c1C
-3	-2	15	3	-15	102	15	9	1	-1	0.7	NS(=O)(=O)c1ccc(CNC(=O)c2cc(-c3cccnc3)nc3ccc(Cl)cc23)cc1
32	-1	-5	-9	1	104	-1	-18	8	-1	0.6	O=C(COC(=O)c1ccc2c(=O)n3c(nc2c1)CCC3)Nc1ccccc1F
-2	-2	-6	2	14	100	-14	4	-15	2	1.1	Cc1nc2sc3c(c2c(=O)o1)CCCC3
2	-3	-5	0	0	111	0	-7	nt	0	0.0	COc1ccccc1C(=O)N/N=C(\C)CC(=O)Nc1ccc(Cl)cn1
-10	3	-2	0	16	99	-16	1	-16	-1	0.5	O=C(O)CC1(CC(=O)Nc2cccc(C(F)(F)F)c2)CCCC1
16	15	5	4	-2	114	2	2	5	0	0.7	Cc1cc(C)cc(Nc2ncc3c(n2)CCCC3=O)c1
31	38	-9	5	-7	87	7	5	-1	-1	0.3	CSc1nsc(SCC(=O)Nc2nc3ccccc3s2)n1
8	-4	-7	3	46	106	-46	0	55	-1	-1.2	CC(=Nc1cccc(O)c1)c1sc2ccccc2c1O
-13	-1	-3	nt	9	93	-9	nt	nt	1	0.2	O=C1OCc2ccc(NS(=O)(=O)c3ccc(C(F)(F)F)cc3)cc21
1	39	-18	1	25	104	-25	-2	-59	nt	0.7	CN(C)CCCN(C(=O)CCS(=O)(=O)c1ccccc1)c1nc2cc3c(cc2s1)OCO3
-8	11	3	-5	5	104	-5	12	4	1	-0.3	CC(=O)c1cccc(N2C(=O)CC(N3CCN(S(=O)(=O)c4ccc(Cl)cc4)CC3)C2=O)c1 (centres undefined)
388	-14	-6	-5	-45	91	45	0	7	1	-0.7	Cc1cc(Cl)ccc1NC(=O)c1ccc2c(c1)CCN2S(C)(=O)=O
0	-1	-5	-6	10	99	-10	-2	-1	2	0.6	CN(Cc1ccco1)C(=O)c1cc2c(s1)-c1ccc(Cl)cc1S(=O)(=O)C2
